Screens (PubChem)
FBPA Giardia inh: Giardia lamblia aldolase inhibition; A8B2U2; purified Giardia FBPA; Potency, µM (series often up to 59.6 µM), inactives show top-dose activity, negative = inhibition, actives largely listed as inhibitors; actives 0.71% (n = 290,000); also: potency is read from the fitted curve at half-maximal effect; % is scaled to controls: 0 for no effect and ±100 for the full control effect; nearly all actives have a fitted effect of over 55% in size
Target sequence (A8B2U2 whole entry, looked up): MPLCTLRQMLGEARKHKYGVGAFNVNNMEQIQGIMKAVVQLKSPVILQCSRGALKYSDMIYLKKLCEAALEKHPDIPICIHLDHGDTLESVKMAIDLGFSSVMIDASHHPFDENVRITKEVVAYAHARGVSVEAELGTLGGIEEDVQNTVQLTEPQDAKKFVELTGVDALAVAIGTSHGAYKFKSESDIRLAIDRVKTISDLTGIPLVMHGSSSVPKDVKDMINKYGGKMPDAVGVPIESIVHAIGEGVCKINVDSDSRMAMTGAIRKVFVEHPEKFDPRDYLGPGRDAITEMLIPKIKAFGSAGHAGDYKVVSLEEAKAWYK
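40 nM FBPA preincubated 10 min at RT with compound (up to 57.5 uM final), then substrate plus GAPDH/TPI/NAD/arsenate coupling and diaphorase/resazurin added. Fluorescence read after 20 min at RT, 525/598 nm.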
CHX counter: counter-screen hit for Shiga toxin inhibitors, cycloheximide; AID 2314; actives 12% (n = 300,000); max response, %; cell reporter, cycloheximide protein synthesis inhibition counterscreen; in the data active = max response mostly above about 13%, no sharp cut-off; inactive = mostly below about 14%; also: read at 38.3 µM for the half of the compounds with a filed dose; 0% is about no effect
Pf growth 48h: P. falciparum growth inhibition at 48 hours (one generation). P. falciparum luciferase growth in erythrocytes, 48 h. Potency, µM (series often up to 28.7 µM), for inactives: at the top dose activity change, negative = inhibition, hits mostly inhibitors. actives 5.9% (n = 310,000); also: potency is read from the fitted curve at half-maximal effect; % is scaled to controls: 0 for no effect and ±100 for the full control effect
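Cell-based growth assay: transgenic P. falciparum expressing firefly luciferase, cultured in red cells within RPMI 1640 containing 0.5% w/v Albumax, 24 mM bicarbonate and gentamycin. A drop in luciferase activity indicates inhibition.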
Shiga toxin inh: blocks Shiga toxin action in Vero cells. inhibition, % at 38.7 µM. actives 9.2% (n = 290,000). Vero cells, Shiga toxin protein synthesis inhibition reporter; in the data active = inhibition mostly above about 28%, no sharp cut-off; inactive = mostly below about 43%; also: 0% is about no effect
Pf growth 96h: P. falciparum growth inhibition at 96 hours; P. falciparum luciferase reporter growth, 96 h; Potency, µM (series often up to 28.7 µM), inactives show top-dose activity change, negative = inhibition, hits mostly inhibitors; actives 6.9% (n = 320,000); also: potency is read from the fitted curve at half-maximal effect; % is scaled to controls: 0 for no effect and ±100 for the full control effect
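Two parasite generations (96 h, 37 C, 5% CO2) of compound exposure in infected erythrocytes (0.05% parasitemia, 2% hematocrit). Luciferase-reporter P. falciparum; decreased luminescence indicates inhibited growth, aimed at apicoplast-acting delayed death.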
HCV inhibitor: blocks hepatitis C virus. Huh7.5.1 HCVcc-Cre infection, luciferase reporter, 44 h. AID 651820. Potency, µM (titrated, usually from 41.8 µM), inactives show at the highest dose activity change, negative = inhibition, actives largely listed as inhibitors. actives 3.4% (n = 340,000); also: potency is read from the fitted curve at half-maximal effect; % is scaled to controls: 0 for no effect and ±100 for the full control effect
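Seed cells (1,000/well) for 4 h; treat with compound and infect with HCVcc-Cre, moi about 0.5. Incubate 44 h, then detect luciferase activity.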
The depositor's hits bear a star; ? = inconclusive; . = not tested or not shown; & = joins results of further samples; [ ] = remark or other dose. Unless noted, calls follow the shape of the dose curve; as a rule, active = well fitted curve in the direction sought with a large enough effect; inconclusive = small, poorly fitted or top-dose-only effect, or another doubt; inactive = no such curve, though single readings can be large; an effect the other way counts as inactive or inconclusive.

SMILES	FBPA Giardia inh	CHX counter	Pf growth 48h	Shiga toxin inh	Pf growth 96h	HCV inhibitor
Cc1cccc(N(C(=O)c2snc(C(N)=O)c2N)C(C(=O)NC2CCCC2)c2ccco2)c1 (stereo unspecified)	-3%	4	?	19	-10%	?
O=C(/C=C/Nc1ccccc1F)c1cccs1	1%	45*	148%[activator]	30*	?	9%
CC1CCN(CCCCOc2cccc(C(C)C)c2)CC1	-28%	5	?	-4	25%	?
CC(C)(C)OC(=O)N1CCC(C(N)=O)CC1	0%	-5	-6%	-14	-11%	11%
Cc1cc(=O)n(CNC(=O)c2ccccc2)c(=S)[nH]1	-10%	-5	.	-5	17%	18%
CC(C)(O)c1cc2ccc(C#Cc3ccsc3)cc2c(=O)o1	.	.	25%	.	43%[activator]	?
CS(=O)(=O)N(CC(=O)NCc1ccco1)c1ccc2c(c1)OCO2	1%	-5	-11%	-3	.	6%
O=C(O)c1ccccc1SCc1ccc2c(c1)OCO2	3%	1	21%	12	?	28%
O=C(NCc1ccccc1)C1(C(F)(F)F)C/C(=C\Cc2ccccc2)CCCO1 (stereo unspecified)	-3%	10	.	22	.	.
O=C(NNC(=O)c1ccc(Cl)cc1Cl)c1cccs1	0%	48*	187%[activator]	75*	39%[activator]	2%
Cc1ccc2nc(N3CCOCC3)c3nncn3c2c1	4%	-1	29%	18	?	-7%
Cc1cccc(N2C(=O)NC(=O)/C(=C/c3ccc([N+](=O)[O-])o3)C2=O)c1	?	3	19%	14	40%[activator]	1%
N#Cc1c(-c2c(Cl)cccc2Cl)noc1/C=C/Nc1ccc(C(=O)O)cc1	13%	-5	?	2	13%	26%
CCSc1nnc([C@@H]2CCCN2C(=O)OC(C)(C)C)o1	0%	-3	-5%	25	-17%	4%
CCNC(=S)N(Cc1cc2cccc(C)c2[nH]c1=O)C1CCCC1	3%	5	?	14	-5%	41%[activator]
Cc1ccccc1N=C1NC(=O)/C(=C/c2cccnc2)S1	0%	-1	?	-15	?	-2%
CN(C)/C=C/C(=O)c1cc(N2CCOCC2)ccc1[N+](=O)[O-]	-1%	-3	24%	15	0%	12%
O=c1[nH]c(=S)[nH]c2[nH]c(=S)[nH]c12	13µM*	-3	-14%&-6%	1	-4%&22%	.
CCOC(=O)c1cnc2c(C(F)(F)F)cccc2c1N1CCOCC1	0%	-2	?	-6	.	?
CCOC(=O)CCc1c(C)c2ccc(OCC(=O)N3CCOCC3)c(C)c2oc1=O	-1%	2	?	-6	?	6%
CCCCCn1c(CN2CCN(c3cccc(Cl)c3)CC2)nc2c1c(=O)n(C)c(=O)n2C	1%	1	?	-13	.	?
Cc1c(N=Cc2cc(Br)cc(Br)c2O)cccc1C(=O)O	-30%	0	12µM*	-1	?	-7%
CCCn1c(SCC(=O)N2CCCC2=O)nc2ccccc2c1=O	.	.	-5%	.	21%	-7%
COc1cc2nc(N3CCNCC3)nc(N)c2cc1OC	2%	-1	?	9	.	22µM*
C[N+]12CN3CN(CN(C3)C1)C2	4%	2	13µM*	-12	6%	10%

Grouped by structure, the entries above with a Cl atom (3)
SMILES	FBPA Giardia inh	CHX counter	Pf growth 48h	Shiga toxin inh	Pf growth 96h	HCV inhibitor
O=C(NNC(=O)c1ccc(Cl)cc1Cl)c1cccs1	0%	48*	187%[activator]	75*	39%[activator]	2%
N#Cc1c(-c2c(Cl)cccc2Cl)noc1/C=C/Nc1ccc(C(=O)O)cc1	13%	-5	?	2	13%	26%
CCCCCn1c(CN2CCN(c3cccc(Cl)c3)CC2)nc2c1c(=O)n(C)c(=O)n2C	1%	1	?	-13	.	?

Continuation:
SMILES	FBPA Giardia inh	CHX counter	Pf growth 48h	Shiga toxin inh	Pf growth 96h	HCV inhibitor
Cc1ccc(NC(=O)c2cccc(NC(=O)CCC(=O)O)c2)cc1C	-5%	-2	48%[activator]	16	-7%	0%
Cc1ccc(Cc2nnc(SCC(=O)Nc3ccccc3)[nH]c2=O)cc1	.	.	?	.	7%	-18%
CCOC(=O)c1cc(-c2ccccc2)n(CC(=O)N2CCCC2)c1C	1%	-5	-1%	-23	?	-2%
COc1ccc(/C=C(\NC(=O)c2ccco2)C(=O)N2CCOCC2)cc1	-5%	-3	7%	-5	50%[activator]	18%
NC(N)=NCCNS(=O)(=O)c1cccc2cnccc12	-2%	-4	.	20	.	.
CCN1CCCC1CNC(=O)Cn1nc(C)n2c(cc3cc(F)ccc32)c1=O (stereo unspecified)	.	-2	32%[activator]	-5	?	-11%
CC(=O)N(C)c1ccc(NC(=S)NC(=O)/C=C/c2ccco2)cc1	-17%	8	?	1	-2%	11%
N#CCSc1nnc(N)s1	16%	4	6%	31	72%[activator]	-1%
COC(=O)NC(Nc1sc2c(c1C(N)=O)CCCC2)(C(=O)OC)C(F)(F)F (stereo unspecified)	?	-1	-7%	7	-14%	3%
CCN(CC)CCOc1nnc(-c2ccc(OC)cc2)c2ccccc12	-6%	2	-3%	-7	-1%	-23%
O=C(NCCS(=O)(=O)N1CCCCC1)c1ccc2c(c1)OCO2	.	.	11%	.	1%	5%
O=C(NCc1nnc2c(C(F)(F)F)cc(Cl)cn12)c1cccnc1	0%	-3	33%[activator]	-12	26%	-14%
Cc1nc2scc(C)n2c(=O)c1S(=O)(=O)Nc1ccc(N2CCN(S(C)(=O)=O)CC2)cc1	-3%	14	-25%	11	-2%	?
O=C(Nc1ccnc(-c2ccncc2)n1)c1ccc(F)cc1	4%	-6	15%	-20	28%	22%
CSc1ncc(CN2CCC(C(=O)Nc3cccc(-c4cscn4)c3)CC2)cn1	.	7	?	-12	?	?
CC(=O)c1cccc(S(=O)(=O)NCCC(=O)O)c1	3%	10	2%	-18	22%	25%
CCOC(=O)C1=C(O)/C(=C/c2cn(CC(=O)N3CCCC3)c3ccccc23)SC1=Nc1ccccc1	-2%	1	4.7µM*	-2	3.3µM*	11µM*
Cc1cc(C)cc(OCc2ccc(C(=O)NN)o2)c1	-3%	1	31%[activator]	21	31%[activator]	1%
Cc1ccc(N2CC(C(=O)NC3CCC(C)CC3)CC2=O)cc1 (stereo unspecified)	.	-2	5%	3	?	7%
Cc1ccnc2nc(C(=O)OCC(=O)NC(=O)NCc3ccco3)nn12	4%	-2	-5%	1	31%[activator]	11%
CC(C)[C@H](NC(=O)NCCc1ccc(F)cc1)C(=O)O	8%	-3	.	11	7%	19%
OC[C@H]1O[C@@H](O[C@@H]2[C@@H](CO)O[C@@](O)(CO)[C@H]2O)[C@H](O)[C@@H](O)[C@H]1O	.	.	15%	.	19%	13%
COc1ccc(-c2nc3n(c2Br)CCC3)cc1	-9%	45*	159%[activator]	87*	26%	-10%
N#Cc1ccc(OCC(O)CS(=O)(=O)c2ccccc2)cc1 (stereo unspecified)	0%	-5	0%	5	34%[activator]	0%
O/N=C1/CCc2cccc3cccc1c23	-24%	1	14%	-2	44%[activator]	0%

Already shown: an excerpt of the list.
SMILES	FBPA Giardia inh	CHX counter	Pf growth 48h	Shiga toxin inh	Pf growth 96h	HCV inhibitor
N#Cc1ccc(OCC(O)CS(=O)(=O)c2ccccc2)cc1 (stereo unspecified)	0%	-5	0%	5	34%[activator]	0%
O/N=C1/CCc2cccc3cccc1c23	-24%	1	14%	-2	44%[activator]	0%

(listing goes on)
SMILES	FBPA Giardia inh	CHX counter	Pf growth 48h	Shiga toxin inh	Pf growth 96h	HCV inhibitor
O=C1/C(=C/c2ccccc2)SC(=S)N1CCCC(=O)N1CCCCC1CCO (stereo unspecified)	.	4	?	-3	7.4µM*	?
O=C(Cc1ccccc1)NCc1n[nH]c(=S)n1-c1ccccc1	?	-6	12%	15	9%	9%
COc1ccc(NC(=O)CSCC(=O)Nc2cc(Cl)ccc2N2CCOCC2)cc1	.	.	?	.	-7%	?
O=c1c(-c2nn[nH]n2)coc2ccc(Cl)cc12	-4%	-8	15%	-3	44%[activator]	7%
COC(=O)c1ccc(N2Cc3ccccc3/C2=N\C(=O)Nc2ccccc2)cc1	3%	6	42%[activator]	8	33%[activator]	3%
CN(c1ccccc1)S(=O)(=O)c1cccc(NC(=O)c2cc(=O)c3ccccc3o2)c1	-13%	1	?	15	10µM*	11µM*
CSc1ccc(C(=O)C2CCCN(C(=O)c3ccc4c(c3)OCO4)C2)cc1 (stereo unspecified)	.	-3	5%	-7	41%[activator]	3%
O=C(NC(=S)Nc1ccccc1N1CCOCC1)c1cccs1	-8%	-5	9%	12	-24%	-6%
CNC(=O)NC(=O)CSc1nnc(-c2ccc(F)cc2)n1CC1CCCO1 (stereo unspecified)	-1%	-3	42%[activator]	14	49%[activator]	7%
Cc1ccc(Oc2ccc3c(c2)C(=O)N(c2ccc(S(=O)(=O)Nc4nccs4)cc2)C3=O)cc1	7%	-3	-10%	-7	59%[activator]	7%
CCCCC(=O)Nc1ccc(C(=O)N2CCN(c3ccccc3OC)CC2)cc1	0%	1	?	11	60%[activator]	12%
Cc1c(NC(=O)/C(C#N)=C/c2ccc(-c3cc(Cl)ccc3Cl)o2)c(=O)n(-c2ccccc2)n1C	0%	-1	19%	-18	9%	?
CCC(=O)c1ccc(CCCCCC(=O)O)s1	21%	16	13%	41	.	-7%
O=C(c1cc2c(s1)-c1ccccc1S(=O)(=O)C2)N1CCN(Cc2ccccc2)CC1	-15%	-3	.	-8	69%[activator]	10µM*
CCOC(=O)c1cn(-c2ccccc2CO)c2c(F)c(F)c(F)cc2c1=O	8%	-3	21%	-15	?	7%
O=C(COc1ccc([N+](=O)[O-])cc1)Nc1ccncc1	2%	6	31%[activator][5.75 µM]	26	?	?
COc1ccc2oc(C(=O)N3CCN(C/C=C/c4ccccc4)CC3)c(C)c2c1	.	.	-12%	.	4%	-9%
CC(C)NC(=O)/C(C#N)=C/c1cccc(NC(=O)c2ccccc2Cl)c1	-3%	3	-8%	-3	-23%	-2%
Cc1cc(N)n2nc(C)c(-c3ccc(Cl)cc3)c2n1	-3%	8	?	6	-10%	11µM*
CN(C)C(CNS(=O)(=O)c1ccc(F)cc1)c1cccnc1 (stereo unspecified)	8%	-2	-3%	-2	7%	18%
Brc1cccc(/C=N/Nc2nc(N3CCCCC3)nc(N3CCCCC3)n2)c1	0%	1	16%	-18	16%	.
Cc1ccc(Oc2ccc(OCC(=O)NC3CCS(=O)(=O)C3)cc2)cc1 (stereo unspecified)	0%	4	?	-10	?	?
Cc1cccc(NC(=O)[C@@H]2CCCN2C(=O)OC(C)(C)C)c1	.	-1	37%[activator]	-1	17%	12%
O=C(NC1CCN(S(=O)(=O)c2cccc([N+](=O)[O-])c2)CC1)C1CCCCC1	6%	7	-8%	-6	9%	1%
O=C(O)CSc1cccc2cccc(C(=O)O)c12	0%	3	14%	-5	30%[activator]	6%
SMILES	FBPA Giardia inh	CHX counter	Pf growth 48h	Shiga toxin inh	Pf growth 96h	HCV inhibitor
Fc1ccc(NC(=S)NCCN2CCOCC2)c(F)c1F	-8%	9	12%	13	26%	13%
Cc1ccc2nc(Cl)c(CN(C(=O)c3cnccn3)C3CCCCC3)cc2c1	6%	-4	?	-6	?	?
CN(C=O)CP(=O)(O)CN(C)C=O	1%	-3	54%[activator]	-28	0%	4%
CC(=O)Nc1c(C(=O)Nc2ccc3c(c2)OCO3)oc2ccccc12	?	42*	252%[activator]	114*	268%[activator]	-9%
COc1cccc(C(=O)N[C@@H](CCSC)c2nc3ccccc3[nH]2)c1	-8%	-5	15%	1	-30%	10%
O=C(Nn1nnnc1Nc1ccccc1)C12CC3CC(CC(C3)C1)C2	-1%	-2	6%	-11	0%	-7%
COc1ccc(Br)cc1CSC(=N)N	-3%	-6	?	-8	16%	?
Cc1cc(C)cc(NC(=O)C2CCN(S(=O)(=O)c3c(C)n[nH]c3C)CC2)c1	6%	-2	8%	-12	-10%	-9%
Cc1cc(C)c(OCCN2CCOCC2)c(Cl)c1	?	1	0%	-2	-65%	-9%
Cc1noc(C)c1S(=O)(=O)N1CCC(C(=O)N2CCC(C)CC2)CC1	5%	-2	2%	-11	?	13%
CCOC(=O)[C@@H]1[C@H]2COc3ccccc3[C@H]2N2C(=O)N(c3ccc(F)cc3)C(=O)[C@]12C	-4%	-2	-14%	-7	-16%	-11%
